# Compound activity (PubChem)
# Peg3 prom inh: Peg3 promoter activity inhibition | inhibition, % at 20 µM | hit rate 1.7% among 360,000 | AID 588405 | HeLa PEG-Prom luciferase reporter, luminescence, overnight;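 active = inhibition of at least 50% at 20 µM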
# LMP1 NFkB inh: Epstein-Barr LMP1 NF-kappaB reporter inhibition; LMP1-induced NF-kappaB luciferase reporter cells, luminescence; inhibition, % at 12.5 µM; hit rate 0.69% among 350,000; in the data active = inhibition above about 41%;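 also: 0% = neutral control wells and 100% = reference inhibitor control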
# TRAIL sens C8: caspase-8 TRAIL sensitization; NB7+C8 cells + TRAIL, ATPlite viability luminescence; inhibition (viability loss, TRAIL sensitization), % at 10 µM; hit rate 1% among 360,000; AID 624354;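 active = compounds causing at least 50% loss of cell viability in the single-dose screen, relative to plate controls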
# hiPSC survival: enhancers of human iPSC single-cell survival | hiPSC single-cell survival, ATPlite luminescence; 100% = ROCK inhibitor wells, 0% = DMSO | survival enhancement, % at 20 µM | hit rate 0.044% among 360,000 | AID 602274; in the data active = survival enhancement above about 18%;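 also: cells exposed to compounds for 16 hours before the ATP read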
# NR2E3 ag-1: agonists of human NR2E3 nuclear receptor; Q9Y5X4; CHO-S Gal4-NCOR/VP16-NR2E3 two-hybrid, luciferase; inhibition of corepressor binding, % at 3.98 µM; hit rate 0.35% among 360,000; AID 602229;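 active = inhibition above the mean of all tested compounds plus 3 SD, cut at about 70% in these data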;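 also: 0% = DMSO with NR2E3 transfected cells and 100% = cells lacking NR2E3 construct; higher means lower luciferase signal from less NR2E3 corepressor binding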
# Target sequence (Q9Y5X4 whole entry, looked up, the tested form may be a part): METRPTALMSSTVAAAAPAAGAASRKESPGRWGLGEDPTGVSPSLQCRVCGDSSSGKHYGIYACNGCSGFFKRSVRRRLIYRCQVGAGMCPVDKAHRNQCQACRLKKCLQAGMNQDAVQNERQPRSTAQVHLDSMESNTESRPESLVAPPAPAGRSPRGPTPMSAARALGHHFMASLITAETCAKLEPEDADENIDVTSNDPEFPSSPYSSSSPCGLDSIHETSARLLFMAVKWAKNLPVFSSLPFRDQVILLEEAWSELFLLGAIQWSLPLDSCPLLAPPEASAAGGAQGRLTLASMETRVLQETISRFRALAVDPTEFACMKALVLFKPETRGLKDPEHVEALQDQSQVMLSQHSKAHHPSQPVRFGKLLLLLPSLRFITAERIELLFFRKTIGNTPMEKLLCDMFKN
# CF NFkB inh: blocks PAF-induced NF-kB reporter in cystic fibrosis cells | KKLEB NF-kB-GFP reporter, GFP fluorescence overnight | inhibition, % at 5 µM | hit rate 0.86% among 360,000;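 active = at least 50% inhibition at 5 µM, scaled per plate between neutral and stimulator controls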;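 also: PAF is a Pseudomonas aeruginosa culture filtrate used as stimulus; plate controls were PAF-stimulated DMSO wells for no effect and unstimulated DMSO wells for full effect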
# TRPM1 prom inh: MITF TRPM1 promoter inhibition in SK-MEL-5 cells | SK-MEL-5 TRPM1 promoter luciferase, 24 h | hit rate 0.83% among 330,000 | inhibition, % at 12.5 µM;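 active = mean inhibition across replicates of 60% or more, whatever share of single replicates reaches that level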; also: values of inactives mirror those of a sister screen read the other way
# KKLEB tox: reduces viability of KKLEB cystic fibrosis airway cells. KKLEB CF airway cells viability, ATPlite luminescence, overnight; stronger effect = lower value; cells stimulated with P. aeruginosa culture filtrate. activity change (cytotoxicity), % at 5 µM. hit rate 0.36% among 360,000;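 active = corrected activity change at or below -50% at 5 µM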
# NR2E3 ag-2: agonists of human nuclear receptor NR2E3. Q9Y5X4. GST-NR2E3/biotin-RetCOR TR-FRET, 1536-well. inhibition of corepressor binding, % at 4.78 µM. hit rate 0.12% among 320,000. AID 2300;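 active = percent inhibition above the cutoff of mean plus 3 SD of all tested compounds, set per screening campaign, cut at about 20% in these data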;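 also: 0% = DMSO wells and 100% = biotin wells as full block of FRET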
#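 Test system – NR2E3–RetCOR corepressor complex · Quantity – NR2E3 fusion 1.35 nM · Buffer or medium – Tris pH 7.5 · Incubation – Compound–protein incubation for 5 h at 4 °C · Technique – TR-FRET, Eu(K)-anti-GST donor, streptavidin-D2 acceptor, ex 340, em 617/671 nm · Evaluation – percent inhibition of 671/617 nm emission ratio versus biotin and DMSO controls · Plate – 1536-well format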
# Shn3 3UTR inh: Schnurri-3 reporter inhibition in Clone20 osteoblasts; Clone20 osteoblast Shn3 3'UTR firefly luciferase, 24 h; inhibition, % at 12.5 µM; hit rate 0.52% among 360,000;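 active = mean inhibition of at least 75% with every replicate also reaching 75%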;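 also: 0% = median of neutral control wells and 100% = pilot-screen positive control compound; some compounds past the cut are filed as inactive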
# HIF-2a inh: inhibitors of HIF-2a. hit rate 0.72% among 360,000. inhibition, % at 18.8 µM. 786-0 RCC cells HIF-2a reporter, luciferase luminescence, overnight;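 active = inhibition of the luminescence signal of 40% or more relative to plate controls, in a single-dose primary screen at 18.75 µM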
# The depositor's hits bear a star; · = no result given; & = joins results of further samples. Only part of the results is shown (hit frequency here may not be typical).
# Under each structure – Peg3 prom inh	LMP1 NFkB inh	TRAIL sens C8	hiPSC survival	NR2E3 ag-1	CF NFkB inh	TRPM1 prom inh	KKLEB tox	NR2E3 ag-2	Shn3 3UTR inh	HIF-2a inh
COc1ccc(N2CCN(C(=O)CSc3nnc4c(C)cc5c(C)cc(C)cc5n34)CC2)cc1
  21	-18	-4	-1.1	-4	-30	28	9	3	30	0
CSCC[C@@H](CO)NC(=O)[C@H]1O[C@@H](n2ccc(=O)[nH]c2=O)[C@H](O)[C@@H]1O
  0	·	9	0.3	-21	-46	·	1	·	11	5
CN(CC(=O)Nc1cccc(S(=O)(=O)NC2=NCCC2)c1)Cc1ccccc1Cl
  5	0	-8	0.0	0	-16	-10	14	3	2	11
Cc1cc(NC(=O)C(C)SCC(=O)OC(C)C(=O)Nc2cccc(C#N)c2)no1 (configuration not stated)
  -10	1	-1	-0.2	6	-21	-1	7	-1	-4	0
CC(NC(=O)Nc1ccc(F)cc1)c1ccc2c(c1)OCO2 (configuration not stated)
  11	3	2	-0.3	-2	-5	-1	5	1	13	6
O=C(SCc1c(O)c2ccccc2oc1=O)c1ccccc1
  2	-5	-14	-0.3	-12	-26	·	-2	·	-4	-2
Cn1c(CCNC(=O)c2cccs2)nnc1SCC(=O)N1CCN(c2ccccc2)CC1
  1	6	12	13	-13	-17	4	8	2	3	4
Cc1ccc(CS(=O)(=O)c2ncc(Cl)c(C(=O)Nc3nnc(C)s3)n2)cc1
  99*	86*	97*	0.0	57	92*	85*	-94*	-2	99*	94*
COc1ccc(S(=O)(=O)N2CCCC2=O)cc1N(C)S(C)(=O)=O
  16	2	-2	-0.6	-5	-1	7	4	·	5	10
COc1ccc(-c2nc3c(=O)n(C)c(=O)[nH]c3n2CCc2ccccc2)cc1
  2	-4	-7	1.6	-5	1	-7	4	1	-4&3	11
COc1cc(C(=O)OCCN2CCOCC2)cc(OC)c1OC
  2	8	0	-1.4	9	10	8	-3	-2	6	7
COc1ccc(N2C(=O)CCC(C(=O)Nc3ccccn3)C2c2ccc(OC)c(OC)c2)cc1 (configuration not stated)
  12	-1	5	0.0	5	-3	2	-5	0	9	12
CS(=O)(=O)N(CC(=O)NCCSCc1cccc(Cl)c1)c1ccc(F)cc1
  22	1	-11	-0.2	-10	-12	5	9	2	-2	12
CCCCOC(=O)Cn1c(=O)n(CC(=O)OCCCC)c2cc(C)ccc21
  -4	8	1	-1.7	4	-7	4	1	-2	15	12
Cc1cc(-c2ccc(C)c(S(=O)(=O)Nc3cccc(CN4CCCC4)c3)c2)on1
  -8	-1	-3	-0.6	-31	7	-6	3	2	2	5
CSc1nc2n(n1)C(c1cc(Br)ccc1F)C(C(=O)N(C)C)=C(C)N2 (configuration not stated)
  10	-9	-5	2.1	6	-14	8	4	2	-23	17
Nc1cccc(S(=O)(=O)Nc2ccc(Br)cc2)c1
  7	-5	-9	-0.4	12	0	3	-2	2	18	12
O=C(NCCc1ccccc1)c1ccnc(/C=N/O)c1
  -33	-2	11	-0.4	-17	2	-16	10	-1	-28	-65
Cc1ccc2nc3c(cc(C(=O)NCCc4ccccc4)c(=N)n3CCN3CCOCC3)c(=O)n2c1
  -20	-7	13	0.1	-6	-11	11	-7	1	-13	-49
CCOc1cnc(-c2c(-c3c(Cl)cccc3Cl)noc2C)o1
  22	-2	4	-2.4	-17	-4	-2	0	3	5	9

# Five records drawn at random from the list so far, as already listed:
# Under each structure – Peg3 prom inh	LMP1 NFkB inh	TRAIL sens C8	hiPSC survival	NR2E3 ag-1	CF NFkB inh	TRPM1 prom inh	KKLEB tox	NR2E3 ag-2	Shn3 3UTR inh	HIF-2a inh
CCOc1cnc(-c2c(-c3c(Cl)cccc3Cl)noc2C)o1
  22	-2	4	-2.4	-17	-4	-2	0	3	5	9
O=C(SCc1c(O)c2ccccc2oc1=O)c1ccccc1
  2	-5	-14	-0.3	-12	-26	·	-2	·	-4	-2
CC(NC(=O)Nc1ccc(F)cc1)c1ccc2c(c1)OCO2 (configuration not stated)
  11	3	2	-0.3	-2	-5	-1	5	1	13	6
CSCC[C@@H](CO)NC(=O)[C@H]1O[C@@H](n2ccc(=O)[nH]c2=O)[C@H](O)[C@@H]1O
  0	·	9	0.3	-21	-46	·	1	·	11	5
COc1cc(C(=O)OCCN2CCOCC2)cc(OC)c1OC
  2	8	0	-1.4	9	10	8	-3	-2	6	7

# (listing goes on)
# Under each structure – Peg3 prom inh	LMP1 NFkB inh	TRAIL sens C8	hiPSC survival	NR2E3 ag-1	CF NFkB inh	TRPM1 prom inh	KKLEB tox	NR2E3 ag-2	Shn3 3UTR inh	HIF-2a inh
O=C(C[C@H]1C/C=C\CCC(=O)OC[C@H]2CCCN2C1=O)NCCO
  -3	5	-7	-2.7	11	9	-6	4	·	-6	0
CCCC/C(C)=N\NC(=O)CNS(=O)(=O)c1ccc([N+](=O)[O-])cc1
  5	2	-15	2.0	-20	2	-9	4	-2	-15	17
CC(C)c1nc(SCC(=O)N2CCCCC2)c2c(=O)n(C)c(=O)n(C)c2n1
  9	2	-6	3.3	26	-18	·	9	·	-3	11
O=C(CSc1nc2ccccc2n1Cc1ccc(Cl)cc1)N/N=C/c1ccccc1C(=O)O
  -2	8	-9	0.2	21	0	5	-3	1	-2	13
COc1ccc(S(=O)(=O)NC2CC(=O)N(c3ccc(C)c(C)c3)C2)cc1C (configuration not stated)
  23	-2	-3	0.6	5	-19	-6	13	-1	-73	19
O=C(Nc1ccc(Nc2ccccc2)cc1)c1cccc(F)c1
  -291	-96	22	-0.6	-90	-4	-98	-10	2	-61	-324
Cc1cc(C)n(Cc2cccc(F)c2)c(=O)c1C#N
  17	0	-2	4.3	5	13	-11	19	3	-34	-6
CCCS(=O)(=O)c1nc(S(=O)(=O)c2ccc(C)cc2)c(NCc2ccc3c(c2)OCO3)s1
  15	-2	1	-2.5	-22	13	-9	-4	-1	-25	13
O=C(CSC1=Nc2ccccc2C2=NC(CC(=O)NC3CCCCC3)C(=O)N12)NCc1ccco1 (configuration not stated)
  4	-11	-5	3.6	-27	11	-3	-1	2	-10	19
CN1CCN(C2OC(=O)c3ccccc32)CC1 (configuration not stated)
  3	-1	-2	4.1	-1	25	-12	-6	1	23	12
CCCCN1C[C@H](CSC)[C@@H](CC(=O)NC)C1=O
  5	0	-19	0.8	5	12	·	-10	·	-6	9
CN(C)NC(=O)c1ccsc1NC(=O)c1ccc(S(=O)(=O)N(C)C)cc1
  11	5	-1	-1.4	4	-4	·	17	-4	-9	-6
CC(C)CCN1CCN(Cc2cccs2)CC1CCO (configuration not stated)
  8	-2	2	-0.2	-28	3	-5	-3	-2	-2	15
O=C(CS(=O)CC(=O)N(CC(=O)NC1CCCC1)c1ccccc1F)Nc1ccc(F)cc1 (configuration not stated)
  21	1	-4	0.3	-29	-4	-3	-3	4	9	15
CC(C)C(NS(=O)(=O)c1cccc2nsnc12)C(=O)NCc1ccco1 (configuration not stated)
  -3	0	-9	-0.7	-26	-2	10	1	1	-34	11
O=c1c2cc(NC(=S)N3CCCCC3)ccc2nc2n1CCCCC2
  -11	5	9	-0.4	3	15	-4	0	5	1	-22
Cc1ccc(/C=C/S(=O)(=O)NCC(=O)OCC(=O)N2CC(=O)Nc3ccccc32)cc1
  -1	1	-2	-0.7	-9	0	13	-1	1	6	13
Cc1cc2[nH]c(=O)c(=O)[nH]c2cc1S(=O)(=O)N1CCN(c2cccc(C)c2C)CC1
  -8	-2	-16	2.0	0	-19	5	17	0	-9	10
O=C(/C=C/[C@H]1O[C@@H](n2ccc(=O)[nH]c2=O)[C@H](O)[C@@H]1O)NCc1ccccn1
  12	·	-4	-2.9	13	9	·	0	·	6	-4
COc1cc(/C=N/NC(=O)CNC(=O)c2cccs2)ccc1O
  -10	4	1	-1.0	-15	16	9	-9	-1	-3	-4

# One compound at a time (already shown):
# `CCCS(=O)(=O)c1nc(S(=O)(=O)c2ccc(C)cc2)c(NCc2ccc3c(c2)OCO3)s1` as listed: Peg3 prom inh: 15; LMP1 NFkB inh: -2; TRAIL sens C8: 1; hiPSC survival: -2.5; NR2E3 ag-1: -22; CF NFkB inh: 13; TRPM1 prom inh: -9; KKLEB tox: -4; NR2E3 ag-2: -1; Shn3 3UTR inh: -25; HIF-2a inh: 13
# `O=C(C[C@H]1C/C=C\CCC(=O)OC[C@H]2CCCN2C1=O)NCCO` as listed: Peg3 prom inh: -3; LMP1 NFkB inh: 5; TRAIL sens C8: -7; hiPSC survival: -2.7; NR2E3 ag-1: 11; CF NFkB inh: 9; TRPM1 prom inh: -6; KKLEB tox: 4; NR2E3 ag-2: ·; Shn3 3UTR inh: -6; HIF-2a inh: 0

# Going on with the list:
# Under each structure – Peg3 prom inh	LMP1 NFkB inh	TRAIL sens C8	hiPSC survival	NR2E3 ag-1	CF NFkB inh	TRPM1 prom inh	KKLEB tox	NR2E3 ag-2	Shn3 3UTR inh	HIF-2a inh
O=C1CC2(CCN(C(=O)c3ccc(F)cc3)CC2)Oc2ccccc21
  15	5	-4	0.4	2	16	4	-16	0	5	17
O=C1CC(C(=O)N2CCC(N3CCC(C(=O)NC4CC4)CC3)CC2)c2ccccc21 (configuration not stated)
  7	-1	5	-0.1	5	17	6	-3	-1	11	10
CCC1(c2ccccc2)NC(=O)N(C)C1=O (configuration not stated)
  18	-2	-10	1.3	0	-29	14	28	2	-23	17
CCCCNC(=O)c1ccccc1NC(=O)CN(c1ccccc1)S(=O)(=O)N(C)C
  26	6	-4	-0.3	-2	-6	-10	6	-3	-14	8
OC(CNc1nc(-c2cccnc2)nc2ccccc12)c1ccccc1 (configuration not stated)
  23	-3	3	-0.2	-1	-7	-14	-17	0	13	-10
COc1cccc(OC)c1-c1nnc(-c2cn(C)c3ccccc23)o1
  -11	13	17	-1.3	-16	22	16	-15	1	23	16
CCc1nn(C(C)C(=O)N2CC(C)CC(C)C2)c(=O)c2cc3occc3n12 (configuration not stated)
  4	12	-13	-0.5	-8	-24	4	0	-2	-8	-1
CC(NC(=O)CNC(=O)C1CCCCC1)c1ccc(S(N)(=O)=O)cc1 (configuration not stated)
  -7	1	-2	1.1	13	-6	1	2	0	1	6
CN(CC(=O)Nc1cccc(Cl)c1)C1=NS(=O)(=O)c2ccccc21
  6	1	-4	0.3	-1	-14	-1	18	·	47	11
CCN(CC)S(=O)(=O)c1cccc(C(=O)NC2CCCCC2)c1
  -35	-10	-6	-1.2	-4	2	-14	-1	-2	-8	-59
